High-throughput results as filed in PubChem BioAssay.
KCNH2 3.1 block: blocks the human KCNH2 3.1 channel isoform; U2OS KCNH2 3.1, thallium flux FluxOr; stronger effect = lower value; activity change, % (tested at about 1.8 µM); actives 0.95% (n = 340,000); AID 720553;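 active means maximum activity change below -70%; inconclusive means maximum activity change from -70% to -50%; inactive means maximum activity change above -50%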;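 further: thallium influx rate constant from kinetic fluorescence after stimulation buffer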
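Kinetic fluorescence (2 min after stimulation buffer) measures Tl+ influx through KCNH2 3.1 expressed by viral transduction in U2OS cells; the rate constant is normalized against DMSO controls serving as positive and negative references.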
Eya2 phos inh: Eya2 (human) phosphatase inhibition. recombinant Eya2, OMFP fluorescence dephosphorylation (OMFP is methylfluorescein phosphate). Potency, µM (top dose mostly 76.9 µM), for the others: at the highest dose activity, negative = inhibition, most hits filed as inhibitors. actives 0.006% (n = 330,000); further: potency means the concentration at half of the fitted maximal effect
Target sequence (O00167 whole entry, looked up): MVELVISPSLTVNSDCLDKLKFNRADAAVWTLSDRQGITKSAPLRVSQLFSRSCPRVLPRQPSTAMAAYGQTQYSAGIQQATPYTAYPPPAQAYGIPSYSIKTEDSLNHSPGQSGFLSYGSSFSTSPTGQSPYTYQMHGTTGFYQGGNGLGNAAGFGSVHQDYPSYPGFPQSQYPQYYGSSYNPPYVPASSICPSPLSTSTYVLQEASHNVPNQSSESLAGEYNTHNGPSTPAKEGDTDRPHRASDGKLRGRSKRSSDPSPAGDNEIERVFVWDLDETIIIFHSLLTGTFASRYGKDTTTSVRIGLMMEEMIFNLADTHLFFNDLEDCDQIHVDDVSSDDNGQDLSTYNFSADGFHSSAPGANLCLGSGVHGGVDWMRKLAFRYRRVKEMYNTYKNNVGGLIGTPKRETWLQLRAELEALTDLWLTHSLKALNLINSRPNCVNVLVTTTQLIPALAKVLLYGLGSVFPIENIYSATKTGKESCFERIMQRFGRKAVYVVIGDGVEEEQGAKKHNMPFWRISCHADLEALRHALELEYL
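Eya2 (0.2 uM) preincubated 10 min at ambient with compound, then OMFP substrate added at 50 uM; 10 min reaction in 50 mM HEPES pH 7.5, 50 mM NaCl, 5 uM MgCl2, 0.05% BSA, 1 mM DTT. Fluorescence read at Ex 485/Em 525 nm.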
Giardia kill: kills Giardia lamblia. Giardia lamblia trophozoite viability. activity change, % at 7.66 µM, hits read low. actives 0.15% (n = 340,000); in the data active means activity change below about -80%; inconclusive means between about -30% and that limit;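 further: parasites exposed to compound for two days anaerobically before the ATP read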
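Trophozoite viability was measured as ATP-dependent luminescence, read 15-30 min after reagent addition. Before that, parasites at 100 cells/well were exposed to compounds for 48 h, anaerobically, at 37 deg C.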
Coupling enz: counter-screen for Giardia aldolase inhibitors: coupling enzyme system; coupling enzyme system counterscreen, AmpLite Red fluorescence; activity change, negative = inhibition, % at 58.2 µM, hits read low; actives 0.67% (n = 290,000); AID 2472; in the data active means activity change below about -30%
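Coupling enzymes only (glyceraldehyde-3-phosphate) + compound, at 57.5 uM final, 10 min RT; add substrate/coupling/AmpLite Red mix, 20 min RT; fluorescence ex 525/em 598 nm. Actives flag coupling-system interference.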
hERG WT inh: KCNH2 (human, wildtype) channel inhibition | Q12809 | U2OS, BacMam KCNH2, thallium flux FluxOr; stronger effect = lower value | activity change, % at 1.84 µM | actives 0.37% (n = 340,000);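 active means maximum activity change below -70%; inconclusive means maximum activity change between -70% and -50%; inactive means maximum activity change above -50%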
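U2OS cells transduced with wild-type KCNH2 virus are loaded with FluxOr dye for 45 min, and thallium flux is measured in kinetic reads before and after stimulation buffer. Rate constants are normalized to DMSO controls.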
USP2a block: USP2a (human) protease inhibition | O75604 | USP2 core, Ub-CHOP2 coupled fluorogenic reporter, 485/531 | Potency, µM (top dose mostly 38.3 µM), without a hit: at the top dose activity change, negative = inhibition, usual class: inhibitors | actives 0.01% (n = 330,000) | AID 463254;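 further: potency means the concentration at half of the fitted maximal effect; plate controls were DMSO wells for no effect and full inhibition by NEM control for full effect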
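Deubiquitinase activity read as fluorescence (485/531 nm) after Ub-CHOP2 cleavage activates the enterokinase reporter on its substrate; USP2 core 10nM, Ub-CHOP2 and substrate 25nM each, 30min compound preincubation then 60min RT; data normalized to NEM, curves fitted.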
GALK inhibitor: galactokinase (human) inhibition; P51570; Purified GALK, Kinase-Glo residual ATP luminescence; Potency, µM (series often up to 57.5 µM), without a hit: at the highest dose activity change, negative = inhibition, usual class: inhibitors; actives 0.007% (n = 270,000); AID 1868; further: potency means the concentration at half of the fitted maximal effect
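5 nM enzyme, 35 uM ATP, 100 uM galactose, 20 mM HEPES pH8.0, 5 mM MgCl2; 1 h RT; residual ATP by Kinase-Glo Plus luminescence, qHTS format.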
uPA generation: inhibitors of cell surface uPA generation. cell surface uPA generation assay, qHTS. Potency, µM (highest dose often 38.3 µM), without a hit: at the highest dose activity change, negative = inhibition, actives largely listed as inhibitors. actives 0.31% (n = 330,000); active means well fitted inhibition curve with a large enough effect; inconclusive means small, poorly fitted or top-dose-only effect; inactive means no such curve, though single readings can be large or run the other way; tested in mouse RAW 264.7 cells; further: potency means the concentration at half of the fitted maximal effect; nearly all actives have a fitted effect of over 55% in size
PKM2 activator: activators of human pyruvate kinase M2; P14618; purified PKM2, Kinase-Glo ATP luminescence, activation; response scale: 0% is enzyme alone, no compound; Potency, µM (titrated, usually from 57.5 µM), for the others: at the highest dose activation, hits mostly activators; actives 0.34% (n = 260,000); AID 1631; further: potency means the concentration at half of the fitted maximal effect; nearly all actives have a fitted effect of over 55% in size
Target sequence (P14618 whole entry, looked up): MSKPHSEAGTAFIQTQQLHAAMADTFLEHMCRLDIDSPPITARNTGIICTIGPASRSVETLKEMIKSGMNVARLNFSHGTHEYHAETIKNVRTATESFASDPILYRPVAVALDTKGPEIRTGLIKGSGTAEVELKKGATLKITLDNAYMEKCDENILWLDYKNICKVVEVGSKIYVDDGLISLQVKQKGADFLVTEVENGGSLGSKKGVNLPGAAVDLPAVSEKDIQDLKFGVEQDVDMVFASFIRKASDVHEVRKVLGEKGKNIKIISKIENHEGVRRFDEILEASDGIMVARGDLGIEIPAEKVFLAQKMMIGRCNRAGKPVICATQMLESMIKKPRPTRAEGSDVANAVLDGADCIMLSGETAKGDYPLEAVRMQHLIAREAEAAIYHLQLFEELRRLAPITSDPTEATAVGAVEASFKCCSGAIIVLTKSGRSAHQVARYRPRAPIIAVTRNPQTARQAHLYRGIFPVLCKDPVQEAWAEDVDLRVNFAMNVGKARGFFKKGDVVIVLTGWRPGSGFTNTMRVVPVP
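Kinase-Glo luminescence reports ATP generated from ADP (0.1 mM) and PEP (0.5 mM) by purified hPK-M2 after 1 h at room temperature, pH 7.2 imidazole buffer; intermediate enzyme activity allows detecting inhibitors and activators.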
BCR signal inh: blocks chronic active B-cell receptor signaling; ABC-DLBCL IkBa-CBG/CBR reporter, luminescence ratio, 4 h; Potency, µM (series often up to 46.1 µM), for the others: top-dose ratio change, negative = lower green/red ratio, usual class: inhibitors; actives 0.05% (n = 340,000); active means well fitted inhibition curve with a large enough effect in the signal ratio, with a control signal flat, not every such curve was filed as active; inconclusive means small, poorly fitted or top-dose-only effect, or effect the other way, or a change in a side signal; the % refers to the signal ratio;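 further: potency means the concentration at half of the fitted maximal effect; plate controls were basal doxycycline-induced cells for no effect and cells given 10 µM MG132 for full effect; MG132 reads +100%, hits lower the ratio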
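Doxycycline induced both beetle luciferases in TMD8 lymphoma cells; IKK-driven degradation limits the IkappaBalpha-fused green signal, while red luminescence normalises for cell number and nonspecific effects. Compounds tested up to 46 uM, 4 hrs.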
B2AR arrestin: recruits beta-arrestin to the human beta2-adrenergic receptor. P07550. AID 492947. Potency, µM (highest dose often 46.1 µM), for inactives: at the top dose activation, usual class: activators. actives 0.02% (n = 330,000). beta-arrestin recruitment to beta2AR, cell-based reporter;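 further: potency means the concentration at half of the fitted maximal effect; 0% = DMSO controls and full agonism = EC100 isoproterenol or metaproterenol; nearly all actives have a fitted effect of over 65% in size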
* hit, by the source's call; ? = inconclusive; . = not tested or not shown; [ ] = dose if it differs, or a comment. Unless noted, the call rests on the fitted dose curve; in most records, active means well fitted curve in the direction sought with a large enough effect; inconclusive means small, poorly fitted or top-dose-only effect, or another doubt; inactive means no such curve, though single readings can be large; an effect the other way counts as inactive or inconclusive. Unless noted, on the % scale 0 is the no-effect control and ±100 the full control effect.

SMILES	KCNH2 3.1 block	Eya2 phos inh	Giardia kill	Coupling enz	hERG WT inh	USP2a block	GALK inhibitor	uPA generation	PKM2 activator	BCR signal inh	B2AR arrestin
Cc1ccc(NC(=O)N2Cc3ccccc3CC2C(=O)NC(C)(C)C)cc1 (stereo not given)	4.4	15.3%	-1.6	3.5	-2.2	-0.5%	1.0%	1.6%	4.7%	1.9%	0.2%
CC(C)Cc1ccc(CN2CCCC(NC(=O)CCN3CCCO3)C2)cc1 (stereo not given)	-1.5	-4.6%	-3.6	.	29.0	0.6%	-1.8%	-17.4%	-4.0%	0.9%	-0.3%
COc1ccc(Cl)cc1NC(=O)CSc1nnc(CNC(=O)c2cccs2)o1	-18.2	5.1%	-27.9	.	1.2	-1.7%	1.9%	-1.8%	.	-24.6%	0.0%
Cc1ccc(-c2noc(CSc3nnc(-c4ccccc4)n3C)n2)cc1	-19.9	-36.8%	-13.7	-2.4	12.9	-0.1%	-0.9%	.	-12.6%	?	-0.1%
O=C(c1ccc(Cl)cc1Cl)N1CCc2ccccc21	2.8	-6.2%	-22.7	-4.4	-3.2	1.2%	-2.5%	-1.8%	0.0%	1.4%	-0.1%
Cc1ccc(C)c(NC(=S)N2CCC(NC(=O)c3ccc(F)cc3)CC2)c1	1.6	-12.8%	-9.1	-2.5	-11.9	-4.6%	0.9%	-7.0%	2.2%	4.5%	-0.2%
COc1ccc(S(N)(=O)=O)cc1C(=O)N1CCCC1	-6.0	-12.2%	-5.7	-1.1	-1.8	4.2%	-0.7%	-1.7%	-0.4%	-4.0%	-0.2%
COC(=O)c1ccc(/C=N/NC(=O)CNc2cccc(C)c2)cc1	5.7	1.1%	?	-1.6	-6.7	-0.9%	0.5%	5.9%	-2.3%	5.8%	-1.1%
O=S(=O)(CC(O)COc1ccccc1Cl)c1ccccc1 (stereo not given)	-1.1	-12.2%	10.6	0.9	-6.4	3.6%	-3.1%	-1.6%	2.7%	1.4%	-0.7%
COC(=O)c1c(NC(=O)CN2CCN(c3ccccc3OC)CC2)c2cc(C)ccc2n1C	-1.7	-10.4%	9.3	1.1	-7.2	3.3%	-0.1%	0.5%	-13.3%	1.0%	0.4%
O=C(Nc1nncs1)c1cccc(S(=O)(=O)N2CCOCC2)c1	0.3	-1.7%	-6.0	3.8	0.7	6.8%	-2.0%	0.6%	-1.5%	-0.9%	0.1%
O=C(CSc1ccccc1)Nc1ccc(S(=O)(=O)NCC2CCCO2)cc1 (stereo not given)	6.1	2.0%	-5.6	1.2	2.4	1.4%	-5.0%	4.3%	-1.9%	?	-0.7%
Cn1c(=O)c(=O)n(C)c2cc(S(=O)(=O)N3CCN(c4ccccc4F)CC3)ccc21	2.1	1.5%	-1.5	0.0	18.4	-3.3%	.	0.6%	-0.5%	-0.7%	0.2%
CCn1c(SCC(=O)N(C)CC(=O)Nc2cccc(OC)c2)nnc1-c1ccco1	-2.2	7.5%	-0.9	.	-1.6	0.0%	.	9.8%	.	-21.8%	0.0%
C[C@@H](CC#N)CN1CC[C@H](C(C)(C)C)CCC1=O	6.6	9.3%	0.6	2.3	-13.8	-0.7%	.	-8.2%	-4.7%	-1.3%	0.6%
Cc1cc(C)c(S(=O)(=O)NCC2CCC(C(=O)NCc3ccccn3)CC2)c(C)c1 (stereo not given)	8.3	-1.4%	2.4	0.4	-2.2	1.4%	-1.3%	-0.7%	2.9%	2.4%	0.0%
CC(=O)c1cccc(NC2c3ncccc3C(=O)N2Cc2ccco2)c1 (stereo not given)	-4.8	5.6%	-7.5	-0.1	-15.9	-1.0%	-2.0%	.	?	11.0%	0.5%
CC(C)c1ccc(-c2nn(-c3ccccc3)cc2C(=O)NCC2CCCO2)cc1 (stereo not given)	-10.4	?	3.1	.	-6.8	-7.5%	.	3.0%	.	-6.9%	-0.1%
O=C(CCCCCN1C(=O)c2ccccc2C1=O)Nc1ccccc1F	-0.1	5.4%	-10.0	0.0	-3.1	2.0%	.	2.4%	.	0.5%	0.4%
CCn1nc(C(=O)Nc2ccc(Cl)c(S(=O)(=O)N3CCOCC3)c2)c2ccccc2c1=O	9.8	-29.9%	-22.4	.	0.7	-0.1%	.	-5.0%	.	-9.8%	-0.3%
O=C(Nc1ccc2c(c1)OCCO2)c1cccc(Br)c1	-25.3	-1.2%	-3.9	-7.1	5.4	-1.3%	8.6%	-6.4%	-7.8%[11.5 µM]	?	0.5%
CN(CCC#N)S(=O)(=O)c1ccc2c(c1)c(=O)n(C)c(=O)n2C	6.7	-6.4%	7.4	-2.2	-13.3	2.0%	0.1%	2.6%	2.1%	-15.8%	-0.8%
NC(=O)c1nc(-c2ccco2)nc2c1[nH]c(=O)n2-c1ccc(Cl)c(Cl)c1	-15.9	-23.8%	-23.7	1.5	-2.4	1.3%	.	3.4%	0.7%	6.8%	-0.5%
CCCCCCn1c(N(CC)CC)nc2c1c(=O)[nH]c(=O)n2C	-1.3	-0.4%	2.7	1.2	1.9	-0.6%	-2.0%	-5.9%	-0.2%	1.0%	-1.9%
N#Cc1ccc(CSc2ncnc3c2cnn3Cc2ccccc2)cc1	-5.1	-1.6%	12.2	-1.9	-5.1	3.2%	1.3%	0.8%	20µM*	0.3%	-0.6%
CC1=NNC(=O)C1CC(=O)N/N=C/c1cccs1 (stereo not given)	-12.9	12.4%	6.4	3.6	1.3	10.4%	6.1%	0.5%	-7.9%	?	-1.1%
O=C(NCc1ccco1)C(c1cccnc1)N(C(=O)Cn1nnc2ccccc21)c1ccc(F)cc1 (stereo not given)	6.1	22.5%	-4.2	2.8	-34.2	-0.1%	9.1%	1.9%	3.2%	2.9%	-0.8%
Cc1cc2nc(-c3cccnc3SCC(=O)NC3CC3)[nH]c2cc1C	.	21.4%	.	1.4	.	-0.4%	12.9%	.	-23.8%	-15.1%	0.2%
COc1ccc(-c2nnc3sc(-c4ccccc4OC)nn23)cc1	-6.9	10.0%	10.6	0.7	-15.8	0.2%	4.8%	.	10.1%	?	0.0%
CC(=NCCCN(C)C)C1=C(O)c2ccccc2C1=O	12.2	17.3%	1.4	2.3	-1.3	-1.6%	-1.9%	5.1%	1.9%	6.7%	0.2%

PKM2 activator, entries above that show a hit
SMILES | Eya2 phos inh | GALK inhibitor | uPA generation | PKM2 activator | B2AR arrestin
N#Cc1ccc(CSc2ncnc3c2cnn3Cc2ccccc2)cc1 | -1.6% | 1.3% | 0.8% | 20µM* | -0.6%

Carrying on:
SMILES	KCNH2 3.1 block	Eya2 phos inh	Giardia kill	Coupling enz	hERG WT inh	USP2a block	GALK inhibitor	uPA generation	PKM2 activator	BCR signal inh	B2AR arrestin
C1CCC2(CC1)C1=C(CCCC1)Nc1nnnn12	-16.7	-10.9%	0.7	-3.5	5.1	1.7%	6.9%	-4.9%	-0.6%	1.8%	0.1%
NS(=O)(=O)CCCc1ccccc1	26.1	0.6%	1.8	1.9	6.7	1.9%	.	-11.2%	0.7%	-10.7%	-0.8%
Cc1c(/C=N/NC(=O)c2cccnc2)c2ccccc2n1Cc1ccccc1	-13.3	3.6%	-10.9	4.4	-0.5	-1.4%	-1.7%	4.7%	-2.5%	?	-0.1%
COc1ccc(N2C(=O)[C@H]3CCC=C[C@H]3[C@@H]2c2ccccc2Br)cc1	-14.8	3.4%	2.6	-0.5	-1.1	-1.5%	.	1.9%	.	-11.0%	-0.5%
CCCCn1c(SCC(=O)Nc2nnc(C)s2)nnc1-c1ccncc1	5.9	-7.6%	-8.1	10.1	-0.7	1.5%	0.1%	-3.2%	0.1%	9.3%	-1.3%
Fc1ccc(-c2nc3ccccc3c3nc4ccccc4n23)cc1	3.5	2.6%	?	3.6	-1.4	-1.1%	1.7%	2.7%	-2.2%	?	-0.5%
CC1CC(=O)c2cn3c(nc2C1)nc1ccccc13 (stereo not given)	-22.2	2.1%	14.6	0.9	-4.4	1.6%	0.8%	8.7%	-5.0%	8.0%	0.4%
Cc1cc(C)nc(SCc2cc(=O)c(OC(=O)c3ccc(S(=O)(=O)N(C)C)cc3)co2)n1	3.5	-2.0%	-6.0	-1.9	12.9	1.4%	0.1%	5.6%	4.8%	-6.5%	0.2%
CNc1nc(-c2ccc(OC)cc2)c(-c2ccc(OC)cc2)s1	-6.0	-5.4%	8.6	-5.8	-21.0	-15.6%	12.3%	-8.1%	-3.2%	?	0.1%
O=C(N/N=C\c1cccc([N+](=O)[O-])c1O)C1COc2ccccc2O1 (stereo not given)	4.7	-7.4%	0.0	0.4	-14.8	2.2%	1.8%	-12.3%	-4.2%	7.7%	-0.7%
Cc1nc(NC(N)=S)sc1C(=O)Nc1ccccc1	-18.2	-5.3%	-12.7	2.9	7.8	1.0%	-1.6%	.	1.8%	?	0.2%
CC1CCN(c2ccccc2NC(=O)c2ccc(F)cc2)CC1	-13.8	-34.3%	6.0	-1.2	-10.0	0.8%	0.7%	0.8%	13.6%	?	-0.1%
